# Source: PubChem BioAssay (National Center for Advancing Translational Sciences (NCATS))
# TSG101-PTAP inh: blocks PTAP binding to human TSG101, validation. Q99816. Fluorescence polarization, FITC-PTAP peptide/Tsg101, 20 min. Potency, µM (highest dose often 115 µM), for inactives: at the top dose activity change, negative = inhibition, actives largely listed as inhibitors. 44,000 tested, under 10 active; note: potency is the fitted concentration of half-maximal effect; 0% is about no effect
# Target sequence (Q99816 whole entry, looked up): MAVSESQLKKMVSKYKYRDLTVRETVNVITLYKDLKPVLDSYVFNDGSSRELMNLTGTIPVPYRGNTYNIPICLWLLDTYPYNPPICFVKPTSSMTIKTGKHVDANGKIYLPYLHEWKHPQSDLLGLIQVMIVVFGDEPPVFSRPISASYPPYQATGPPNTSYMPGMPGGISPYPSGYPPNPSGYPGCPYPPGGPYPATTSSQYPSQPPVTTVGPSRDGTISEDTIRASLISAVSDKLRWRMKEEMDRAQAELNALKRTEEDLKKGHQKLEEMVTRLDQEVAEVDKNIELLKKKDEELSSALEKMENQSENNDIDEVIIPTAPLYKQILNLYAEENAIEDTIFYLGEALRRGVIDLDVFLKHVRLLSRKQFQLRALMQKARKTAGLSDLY
#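 FITC-labeled PTAP peptide (50 nM final) binding to Tsg101 binding domain (10 uM final) read by fluorescence polarization after 20 min at r.t. in HEPES pH 7.5 buffer. Actives by CRC class, <25 µM.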
# B2AR arrestin ag: ADRB2 beta-arrestin recruitment. P07550. HTLA Tango cells, beta-arrestin recruitment, luciferase luminescence, 18 h. Potency, µM (top dose mostly 46.1 µM), for the others: at the top dose activation, actives largely listed as activators. 44,000 tested, under 10 active;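 note: potency is the fitted concentration of half-maximal effect; 0% = DMSO and full agonism = EC100 isoproterenol or metaproterenol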
# Target sequence (P07550 whole entry, looked up): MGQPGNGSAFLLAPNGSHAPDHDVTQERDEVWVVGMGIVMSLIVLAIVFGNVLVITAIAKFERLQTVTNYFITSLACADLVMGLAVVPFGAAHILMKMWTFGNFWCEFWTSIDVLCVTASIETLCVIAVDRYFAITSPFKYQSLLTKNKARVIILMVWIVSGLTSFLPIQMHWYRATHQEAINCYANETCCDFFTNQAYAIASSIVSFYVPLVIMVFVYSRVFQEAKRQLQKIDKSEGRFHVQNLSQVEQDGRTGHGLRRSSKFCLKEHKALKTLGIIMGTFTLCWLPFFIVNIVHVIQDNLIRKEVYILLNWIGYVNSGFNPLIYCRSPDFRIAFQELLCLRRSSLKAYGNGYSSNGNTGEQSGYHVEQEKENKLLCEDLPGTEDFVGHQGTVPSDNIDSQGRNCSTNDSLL
#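 Ligand-induced beta-arrestin recruitment to recombinant beta2-AR is measured via a tTA-driven luciferase reporter in Tango cells after 18 hr compound exposure at 37 degrees C. Concentrations span up to 46 microM.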
# NTMT1 inh: blocks human N-terminal methyltransferase 1 activity | Q9BV86 | NTMT1 MTase-Glo SAH luminescence, purified enzyme | Potency, µM (series often up to 114 µM), for the others: at the highest dose activity change, negative = inhibition, hits mostly inhibitors | actives 2.5% (n = 59,000);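 note: potency is the fitted concentration of half-maximal effect; plate controls were DMSO vehicle for no effect and no enzyme for full effect; nearly all actives have a fitted effect of over 65% in size; many of its hits are not listed in these tables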
# Target sequence (Q9BV86 whole entry, looked up): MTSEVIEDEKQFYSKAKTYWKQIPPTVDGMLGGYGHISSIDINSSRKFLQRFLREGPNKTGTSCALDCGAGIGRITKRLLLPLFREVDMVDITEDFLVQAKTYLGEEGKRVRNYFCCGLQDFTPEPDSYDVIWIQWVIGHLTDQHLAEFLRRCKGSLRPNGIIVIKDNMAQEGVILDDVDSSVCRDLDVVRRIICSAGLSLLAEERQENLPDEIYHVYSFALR
# GALK inh: GALK (human) enzyme inhibition; recombinant GALK, Kinase-Glo ATP luminescence, 1 h; 44,000 tested, under 10 active; P51570; AID 1347072; Potency, µM (series often up to 57.5 µM), without a hit: top-dose activity, negative = inhibition, usual class: inhibitors;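 note: plate controls were full GALK reaction for no effect and reaction lacking GALK for full effect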
#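 Reactions with and without enzyme served as controls. GALK at 5 nM phosphorylates 100 uM galactose using 35 uM ATP (HEPES pH 8.0, Mg2+) for 1 h at RT, with luminescence read 10 min after adding Kinase-Glo Plus.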
# p53null 32C tox: selectivity test: cytotoxicity in p53 null cells, permissive temperature | Potency, µM (titrated, usually from 46.1 µM), inactives show top-dose activity change, negative = cytotoxicity, actives largely listed as cytotoxic | H1299-neo p53 null cells, ATP luminescence, 24 h, 32C | AID 903 | actives 0.62% (n = 55,000);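 note: potency is the fitted concentration of half-maximal effect; 0% = DMSO only and -100% = full killing by 100 µM tamoxifen; nearly all actives have a fitted effect of over 55% in size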
#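 H1299-neo (p53-null) cells, 600/well, were pre-incubated overnight at 37C, then exposed to compounds at up to 46 uM for 24 hr at 32C. Viability was measured as ATP content by luminescence, and AC50 values came from Hill fits.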
# p53null 39C tox: selectivity test: cytotoxicity in p53 null cells, nonpermissive temperature. H1299 p53-null (neo) cells, 39C, ATPlite viability, 24 h. actives 0.97% (n = 55,000). Potency, µM (series often up to 46.1 µM), for inactives: at the highest dose activity, negative = cell killing, actives largely listed as cytotoxic;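 note: potency is the fitted concentration of half-maximal effect; 0% = DMSO only and -100% = full killing by 100 µM tamoxifen; nearly all actives have a fitted effect of over 50% in size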
#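 Concentration-response (up to 46 uM) was run for 24 h at the nonpermissive 39C on H1299-p53A138V or H1299-neo cells. ATP content was measured with ATPlite luminescence. AC50 values were Hill-modeled after normalizing between DMSO and 100 uM tamoxifen killing.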
# FH mod: Identification of activators of human fumarate hydratase by quantitative high-throughput screening. FH coupled MDH/diaphorase resazurin fluorescence, 15 min. Potency, µM (series often up to 79.9 µM), inactives show top-dose activity change, negative = inhibition, actives largely listed as inhibitors. actives 0.22% (n = 54,000); note: potency is the fitted concentration of half-maximal effect; % is set by controls: 0 for no effect and ±100 for the full control effect; the screen sought activators but most active calls are inhibition curves; nearly all actives have a fitted effect of over 45% in size
# * marks the source's active call; other numbers are inactive results; ? = inconclusive; / = not tested or not shown; [ ] = dose if it differs, or a comment. Calls come from the whole dose curve; as a rule, active = well fitted curve in the direction sought with a large enough effect; inconclusive = small, poorly fitted or top-dose-only effect, or another doubt; inactive = no such curve, though single readings can be large; an effect the other way counts as inactive or inconclusive. Some of the compounds tested; rates above refer to the full screens.
SMILES,TSG101-PTAP inh,B2AR arrestin ag,NTMT1 inh,GALK inh,p53null 32C tox,p53null 39C tox,FH mod
O=C(NCCCN1CCN(c2ccccc2F)CC1)C1COc2ccccc2C1 (stereo not drawn),-3%,-1%,-6%,-3%,-5%,1%,-12%
CC(C)c1ccc(OCC(=O)Nc2c(C(=O)c3ccc(F)cc3)oc3ccccc23)cc1,1%,0%,-29%,2%,-4%,7%,-1%
CCOc1cc(C(=O)Nc2ccc(-c3nnc4n3CCCCC4)cc2)cc(OCC)c1OCC,-5%,-1%,-2%,2%,-5%,-20%,-4%
Cc1ccc(CSC2=Nc3ccccc3C3=NC(CC(=O)NC4CCCCC4)C(=O)N23)c(C)c1 (stereo not drawn),-4%,-1%,3%,0%,13%,73%[activator],-2%
COc1ccc(NC(=O)c2nnn(Cc3nc(-c4cc(OC)c(OC)c(OC)c4)oc3C)c2C)cc1Cl,-10%,0%,2%,1%,-8%,1%,5%
Cc1ccc(C(C)C)c(OC(C)C(=O)NCC2(N(C)C)CCCCC2)c1 (stereo not drawn),0%,-3%,1%,-4%,4%,-13%,-3%
CCc1ccc(NS(=O)(=O)c2ccc3[nH]cc(C(=O)N4CCCCCC4)c(=O)c3c2)cc1,-11%,0%,-1%,6%,6%,-2%,-10%
Cc1ccc(C)c(Nc2nc3c(S(=O)(=O)c4ccc(C(C)C)cc4)nnn3c3ccsc23)c1,1%,-1%,21%,0%,24%,26%,?
CCOC(=O)c1c(C)[nH]c(CCC(=O)Nc2cc(C)cc(C)c2)c1C,-2%,1%,-2%,2%,-7%,-10%,1%
CCCN1CCN(CC2=C(C(=O)OCC)C(c3ccc(Cl)cc3)NC(=O)N2)CC1 (stereo not drawn),-1%,5%,-17%,8%,2%,?,-23%
O=C(Nc1ccc(F)c(Cl)c1)C1CCN(C(=O)c2ccc(F)cc2)CC1,-5%,1%,-1%,1%,4%,23%,0%
Cc1ccccc1OCC(=O)Nc1sc2c(c1C(=O)OC(C)C)CCCC2,-3%,0%,10%,1%,3%,1%,-3%
COc1cc(CN(C(=O)COc2ccc(Br)cc2)c2ccccn2)cc(OC)c1OC,-4%,-2%,?,1%,-9%,-14%,-3%
COc1ccc(CN(C)c2ccc(-c3nc(C)no3)cc2[N+](=O)[O-])cc1,-4%,-3%,-1%,2%,-16%,-24%,-12%
COc1ccc(CNC(=O)c2cc3c(=O)n(Cc4ccc(OC)cc4)ccc3nc2C)cc1,1%,0%,-5%,-2%,0%,-13%,3%
CC1CCN(S(=O)(=O)c2ccc3c(ccc(=O)n3CC(=O)Nc3cccc(F)c3)c2)CC1,-1%,0%,-3%,5%,7%,17%,-20%
COCCCNC(=O)CSc1nc(-c2ccccc2)[nH]c1-c1ccc(C)cc1,-3%,-2%,11%,0%,2%,-11%,-5%
CCCCN1CCc2nc(N3CCN(C)CC3)ncc2C1,-4%,-1%,7%,4%,-4%,-13%,-16%
COc1cc(NC(=O)c2nc(-c3ccc(Cl)cc3)n3c2CCCCC3)cc(OC)c1OC,0%,2%,-5%,1%,-5%,-8%,-23%
COc1ccc(N(C)C(=O)CCn2cnc3onc(-c4ccc(F)cc4)c3c2=O)c(OC)c1,-5%,0%,3%,2%,12%,31%[activator],?
Cc1ccc(CN2CCSc3ccc(C(=O)NCC(C)c4ccccc4)cc32)cc1 (stereo not drawn),2%,-2%,19%,5%,22%,8%,-26%
Cc1ccc2[nH]c(CSc3nnc(NC(=O)c4ccc(Cl)cc4)s3)cc(=O)c2c1,-3%,0%,-2%,-6%,-5%,4%,9%
CCc1nnc(SCc2cccc(Cl)c2)c2cc3sccc3n12,-1%,1%,-13%,1%,-6%,-1%,-13%
O=C(c1ccccc1)c1ccccc1NC(=O)c1ccccc1C(=O)O,2%,1%,7%,3%,1%,-22%,-14%
COc1cccc(NC(=O)C2CCN(S(=O)(=O)c3cccc4nonc34)CC2)c1,1%,0%,7%,5%,1%,-6%,-18%
Cc1cccc(CN2C(=O)c3ccccc3Sc3ccc(C(=O)NCCc4ccccc4)cc32)c1,-6%,0%,-1%,0%,5%,14%,-15%
COc1ccccc1CCNC(=O)C(=O)NCC(c1ccco1)S(=O)(=O)c1ccc(F)cc1 (stereo not drawn),0%,-2%,1%,0%,-3%,-9%,8%
CCNc1nc(NC(C)CC)nc(Oc2ccc(OCC)nn2)n1 (stereo not drawn),2%,0%,5%,0%,-1%,-19%,-1%
Cc1cc(=O)n2c(C(=O)Nc3ccc(Br)cc3)c(C(=O)Nc3ccccc3)sc2n1,0%,0%,/,-3%,-4%,0%,/
CCCCOc1ccc(CNC(=O)c2ccc3c(c2)N(C)C(=O)C2CCCCN32)cc1 (stereo not drawn),-4%,0%,8%,0%,2%,29%,-27%
O=C(CSc1nccn1Cc1ccc(Cl)cc1)Nc1ccc2c(c1)OCCO2,-2%,0%,-2%,1%,1%,-7%,8%
COc1ccc(CCNC(=O)c2cc(-c3ccc(Cl)cc3)on2)cc1OC,-1%,-2%,5%,0%,0%,25%,-5%
CCOc1ccc(-c2nnc(SCC(=O)Oc3ccccc3)o2)cc1,-4%,-3%,13%,3%,11%,-21%,4%
O=C(NCc1ccccn1)c1nn(-c2ccccc2F)nc1CO,-2%,-2%,4%,?,1%,-11%,-2%
COc1ccc(Cn2c(SCC(=O)NCc3ccccc3)nc3ccccc32)cc1,-6%,0%,6%,-1%,20%,34%[activator],-29%
CCOc1ccc(NC(=O)CCc2nc3cccnc3n2-c2ccccc2)cc1,1%,0%,10%,6%,-5%,-6%,-11%
CCOCCCn1c(=N)c(S(=O)(=O)c2ccc(C)cc2)cc2c(=O)n3ccccc3nc21,-9%,-1%,-3%,1%,3%,9%,-1%
CC(C)(C)OC(=O)N1CCC(c2c(C(=O)NCc3ccccc3)cnn2-c2cccc(F)c2)CC1,-10%,2%,-2%,-3%,-1%,-8%,-8%
CNC(=O)C1CCC(Cn2c(=O)c3sccc3n(CC(=O)N3CCCC3)c2=O)CC1 (stereo not drawn),2%,1%,-11%,-2%,-7%,-5%,14%
CCOc1ccc(CC(=O)Nc2cccc(-c3nc4cccnc4s3)c2C)cc1,-5%,-3%,0%,2%,13%,12%,0%
O=C(NCC(c1cccnc1)N1CCOCC1)C(=O)Nc1ccc(F)cc1 (stereo not drawn),-9%,2%,-3%,-2%,13%,-9%,1%
CCc1ccccc1NC(=O)Nc1ccc2c(c1)N(CC)C(=O)c1ccccc1S2,-4%,-2%,3%,3%,-1%,-10%,-17%
Cc1cc(C)cc(N(CC(=O)NCc2ccccc2Cl)S(=O)(=O)c2c(C)noc2C)c1,-6%,0%,-1%,9%,-6%,3%,-8%
CCOC(=O)c1ccccc1NC(=O)NCc1c(-n2cccc2)sc2c1CCCC2,-10%,-2%,3%,1%,-3%,10%,-5%
N#Cc1cc2c(=O)n3ccccc3nc2n(-c2nnc(SCc3ccccc3F)s2)c1=O,1%,-4%,0%,-3%,10%,?,6%
COc1cccc(C(=O)N(Cc2ccc(C)o2)C2CCS(=O)(=O)C2)c1 (stereo not drawn),-16%,0%,6%,-9%,-4%,15%,0%
CC(C)c1nn2c(=O)cc(COC(=O)c3ccc(NC(=O)COc4ccccc4)cc3)nc2s1,-6%,0%,3%,0%,-4%,-17%,6%
O=C(COc1ccc(F)cc1)Nc1ccc(Cl)c(-c2nc3ccccc3[nH]2)c1,-3%,-5%,13%,-9%,?,?,-14%
CCOc1ccccc1CN1CCc2nc(N3CCN(c4ccccc4F)CC3)ncc2C1,-2%,-1%,5%,1%,0%,3%,-5%
CC(=O)c1ccc(N2CCN(C(=O)CCc3nnc4n(C)c(=O)c5sccc5n34)CC2)cc1,-4%,1%,0%,2%,0%,6%,8%

# Full records, quoted from the list. Values in the order: TSG101-PTAP inh, B2AR arrestin ag, NTMT1 inh, GALK inh, p53null 32C tox, p53null 39C tox, FH mod
# Record of `O=C(COc1ccc(F)cc1)Nc1ccc(Cl)c(-c2nc3ccccc3[nH]2)c1` → -3%, -5%, 13%, -9%, ?, ?, -14%
# Record of `COc1cccc(C(=O)N(Cc2ccc(C)o2)C2CCS(=O)(=O)C2)c1` (stereo not drawn) → -16%, 0%, 6%, -9%, -4%, 15%, 0%
# Record of `CCc1ccccc1NC(=O)Nc1ccc2c(c1)N(CC)C(=O)c1ccccc1S2` → -4%, -2%, 3%, 3%, -1%, -10%, -17%
# Record of `O=C(NCC(c1cccnc1)N1CCOCC1)C(=O)Nc1ccc(F)cc1` (stereo not drawn) → -9%, 2%, -3%, -2%, 13%, -9%, 1%
# Record of `CCOc1ccccc1CN1CCc2nc(N3CCN(c4ccccc4F)CC3)ncc2C1` → -2%, -1%, 5%, 1%, 0%, 3%, -5%

# More structures follow.
SMILES,TSG101-PTAP inh,B2AR arrestin ag,NTMT1 inh,GALK inh,p53null 32C tox,p53null 39C tox,FH mod
COc1ccc(-c2cc(C(=O)Nc3ccn(Cc4ccc(C)cc4)n3)no2)cc1OC,-1%,-2%,/,3%,1%,-27%,/
COc1ccccc1OC(C)C(=O)Nc1c(C(=O)c2ccc(Cl)cc2)oc2ccccc12 (stereo not drawn),0%,0%,3%,3%,-2%,-13%,4%
COc1cccc(Cn2c(=O)n(CC3CCC(C(=O)NC(C)C)CC3)c(=O)c3sccc32)c1 (stereo not drawn),-4%,0%,2%,-1%,4%,2%,5%
COC(=O)c1c(SCC(=O)Nc2ccccc2OC)[nH]c2ccccc2c1=O,0%,-1%,8%,-1%,?,7.9µM*,-24%
CCc1ccc(NCc2cc3cc4c(cc3n(CC(=O)Nc3ccccc3C)c2=O)OCCO4)cc1,-1%,2%,?,0%,-2%,7%,-6%
Cc1ccccc1C(=O)Nc1sc2c(c1C(=O)NCc1ccco1)CCC(C(C)(C)C)C2 (stereo not drawn),-8%,-2%,-9%,0%,-6%,13%,-7%
Cc1cc(C(=O)N2CCN(c3cccc(C)c3C)CC2)c2c(C)nn(-c3ccccc3)c2n1,-2%,0%,6%,0%,-1%,10%,-9%
O=C(NCCc1ccc(Cl)cc1)c1cnc2sc(N3CCCCC3)nn2c1=O,-4%,-1%,/,0%,-1%,-5%,/
COc1ccc(CNc2ncnc3c2c(-c2ccccc2)cn3-c2cccc(C)c2)cc1,0%,-1%,-12%,-1%,1%,8%,-12%
O=c1c(N2CCN(c3cccc(Cl)c3)CC2)csc2ccccc12,-5%,-1%,-24%,0%,18%,7%,-10%
O=C(Nc1cccc(C(F)(F)F)c1)c1ccc(F)c(S(=O)(=O)N2CCc3ccccc3C2)c1,1%,-1%,23%,-6%,3%,8%,?
COc1ccc(N2CCN(S(=O)(=O)CCNC(=O)COc3ccccc3F)CC2)cc1,0%,-1%,7%,1%,0%,?,9%
Cn1c(CN2CCOCC2)nc2cc(NC(=O)c3ccccc3[N+](=O)[O-])ccc21,-4%,-3%,13%,2%,-5%,18%,3%
